Mot1-301 SUMO: SUMOylation pathway inhibition by Mot1-301 growth rescue. AID 2716. growth rescue, % at 18.8 µM. S. cerevisiae Mot1-301 growth rescue, ATP luminescence, 38.5C; percent above DMSO median, 100 means doubled. 1% of 320,000 active;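 active = every valid replicate shows activation above 250% relative to neutral control wells; inactive = the rest, any valid replicate at or below 250%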;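 also: OY570 slx delta 5 strain wells were the positive control but not used for scaling; some compounds called inactive have numbers as strong as hits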
DAGLB inh: diacylglycerol lipase beta (human) inhibition. Q8NCG7. AID 504411. inhibition, % at 5.17 µM. 0.059% of 340,000 active. HEK293T DAGLB membrane lysate, EnzChek fluorogenic substrate; in the data active = inhibition above about 34%;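 also: 0% = enzyme with vehicle and 100% = wells lacking enzyme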
Target sequence (Q8NCG7 whole entry, looked up): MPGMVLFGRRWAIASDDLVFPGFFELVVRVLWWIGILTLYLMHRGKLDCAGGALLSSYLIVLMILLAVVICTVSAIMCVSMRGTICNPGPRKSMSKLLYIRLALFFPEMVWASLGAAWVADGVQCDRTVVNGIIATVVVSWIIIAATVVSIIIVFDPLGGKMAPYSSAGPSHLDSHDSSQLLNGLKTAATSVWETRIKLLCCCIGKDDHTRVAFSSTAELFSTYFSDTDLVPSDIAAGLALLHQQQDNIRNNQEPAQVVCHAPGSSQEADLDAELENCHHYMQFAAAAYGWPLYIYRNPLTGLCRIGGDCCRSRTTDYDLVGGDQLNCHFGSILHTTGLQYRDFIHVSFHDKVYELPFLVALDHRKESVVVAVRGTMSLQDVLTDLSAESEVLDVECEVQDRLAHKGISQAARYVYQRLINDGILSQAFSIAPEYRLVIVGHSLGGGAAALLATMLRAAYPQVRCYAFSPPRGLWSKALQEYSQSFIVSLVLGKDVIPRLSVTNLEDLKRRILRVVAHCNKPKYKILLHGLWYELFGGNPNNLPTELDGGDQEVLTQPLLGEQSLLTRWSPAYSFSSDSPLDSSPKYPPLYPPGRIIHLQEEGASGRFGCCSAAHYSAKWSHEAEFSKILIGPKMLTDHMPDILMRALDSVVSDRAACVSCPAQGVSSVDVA
HTR5A ag: activates human HTR5A in OPRM1-OPRD1 agonist counter-screen | P47898 | HTR5A agonist assay, luminescence, cell-based | activation, % at 9.3 µM | 0.61% of 340,000 active; in the data active = activation mostly above about 9.5%, no sharp cut-off; inactive = mostly below about 7.6%;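 also: 0% = cells with vehicle only and 100% = reference agonist; strong numbers were not always called active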
Target sequence (P47898 whole entry, looked up): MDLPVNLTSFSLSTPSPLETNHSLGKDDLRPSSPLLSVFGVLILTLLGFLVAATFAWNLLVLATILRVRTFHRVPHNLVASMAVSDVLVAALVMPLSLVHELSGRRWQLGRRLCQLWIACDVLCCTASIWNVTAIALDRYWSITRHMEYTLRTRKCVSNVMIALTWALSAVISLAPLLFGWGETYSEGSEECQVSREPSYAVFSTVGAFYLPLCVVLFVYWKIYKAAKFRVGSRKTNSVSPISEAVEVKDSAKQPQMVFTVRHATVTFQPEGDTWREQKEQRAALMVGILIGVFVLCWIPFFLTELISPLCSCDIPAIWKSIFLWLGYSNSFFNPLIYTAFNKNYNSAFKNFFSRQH
PKA-R1A activ: PKA-R1A complex activation | P00514+P68181 | activation, % at 11.4 µM | AID 504707 | PKA-R1A dissociation, Cy5-IP20 fluorescence polarization; scaled: DMSO 0%, 113 µM cGMP 100% | 0.083% of 340,000 active;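 active = percent activation above the mean of all tested compounds plus 3 SD, cut at about 19% in these data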;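 also: higher means more PKAc released from R1A so a rise in polarization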
HTR5A inv ctr: inverse agonist of human HTR5A in OPRM1-OPRD1 counter-screen; P47898; 0.083% of 340,000 active; inhibition, % at 9.3 µM; HTR5A cell line, luminescence, inverse agonism; in the data active = inhibition mostly above about 23%, no sharp cut-off; inactive = mostly below about 18%;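 also: 0% = cells with DMSO and 100% = no-cell wells with DMSO; some compounds called inactive have numbers as strong as hits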
Ecoli viability: reduces bacterial viability in AddAB counter-screen; 0.27% of 330,000 active; E. coli V3065 growth, OD600 absorbance, 18 h; inhibition, % at 11.9 µM;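 active = inhibition above the campaign's mean inhibition across all tested compounds plus 3 SD, cut at about 9.9% in these data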;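 also: uninfected addAB+ strain grown without phage in ampicillin broth; 0% = DMSO wells and 100% = ciprofloxacin 0.95 µg/ml wells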
PKA-R2B act: activators of human PKA-R2B complex; activation, % at 11.4 µM; P22694+P31323; PKA-R2B holoenzyme dissociation, Cy5-IP20 fluorescence polarization; R2B truncated from residue 108, S112A mutant; 0% DMSO only, 100% 113 µM cGMP; 0.079% of 340,000 active;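 active = activation above a cutoff set at the mean over all compounds plus 3 SD, cut at about 18% in these data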;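 also: higher means more holoenzyme dissociation and a rise in polarization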
CDK5 inh: blocks human CDK5/p35 kinase activity; Q00535+Q15078; Recombinant CDK5/p35, ADP-Glo luminescence, 60 min; inhibition, % at 10 µM; 0.01% of 330,000 active; AID 488839;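 active = highest replicate inhibition of at least 50% and at least 75% of replicates reaching 50%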;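 also: plate controls were DMSO neutral control for no effect and GW8510 at 10 µM for full effect; many of its hits are not listed in these tables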
AddAB inh: less growth of phage-infected E. coli with AddAB. E. coli expressing H. pylori AddAB, absorbance growth. inhibition, % at 11.9 µM. 0.29% of 330,000 active; in the data active = inhibition above about 12%;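 also: 0% = vehicle wells of infected cells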
Tat export inh: blocks Tat-dependent protein export in E. coli; E. coli MC4100 TorA-mCherry Tat export, fluorescence; inhibition, % at 10 µM; 0.036% of 340,000 active; AID 488895;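 active = mean replicate inhibition at least 50% and at least half of replicates individually reaching 50%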;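 also: exported cargo escapes ClpAP degradation while cytoplasmic cargo is degraded and loses fluorescence; 0% = median of neutral control wells and 100% = median of NaSCN control wells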
phage Ecoli inh: E. coli growth loss with phage present; inhibition, % at 11.9 µM; 0.26% of 360,000 active; growth absorbance; AID 651602; in the data active = inhibition above about 11%
* hit, by the source's call; x = not tested or not shown.

compound | Mot1-301 SUMO | DAGLB inh | HTR5A ag | PKA-R1A activ | HTR5A inv ctr | Ecoli viability | PKA-R2B act | CDK5 inh | AddAB inh | Tat export inh | phage Ecoli inh
O=C(/C=C/c1ccc([N+](=O)[O-])cc1)c1ccco1 | 151 | -1 | 0 | 0 | -1 | 1.1 | -4 | 2.8 | -1.5 | -8 | -1.4
O=C(CN1CCN(Cc2ccccc2)CC1)c1c[nH]c2ccccc12 | 5 | 1 | 6 | 0 | -20 | 0.8 | -6 | -0.5 | -1.3 | -5 | 4.7
CCC(CC)NC(=O)c1n[nH]c(=O)c2ccccc12 | 7 | -1 | -5 | -5 | 0 | 0.8 | -13 | -0.6 | 4.0 | -7 | 0.1
Cc1cc(Cl)ccc1OCCCC(=O)NC1CCN(C)CC1 | -7 | -3 | -2 | 15 | -14 | -1.0 | 5 | -0.4 | 0.6 | -1 | x
CCCCCC1C(=O)N2C=C(c3ccccc3)c3ccccc3N2C1=O (stereo not drawn) | x | 10 | -2 | 4 | 8 | x | 4 | -1.8 | x | -2 | 1.3
O=S1(=O)NC(=NCc2ccccc2)c2ccccc21 | 11 | -2 | -4 | 0 | 1 | 1.8 | -9 | -0.6 | 1.4 | 1 | 3.0
O=C(NCc1ccco1)C1CCCN1C(=O)Nc1cccc(Cl)c1 (stereo not drawn) | 10 | 1 | 3 | -3 | -5 | 0.0 | -8 | -0.3 | 0.9 | 1 | 3.5
CC1O[C@@H](O[C@H](C)CC[C@@H](C)O)C(O)C[C@H]1O (stereo partly drawn) | -6 | 1 | -1 | 9 | -18 | 0.4 | -2 | 0.1 | 1.7 | -2 | -0.2
O=C(O)Cc1coc2ccc3ccccc3c12 | -15 | 1 | -2 | 2 | -13 | -3.0 | 0 | 0.7 | -0.5 | -11 | 0.1
CCCn1c(=O)[nH]c(=O)c2[nH]cnc21 | -11 | 1 | 0 | -1 | 0 | -1.8 | -6 | -4.1 | -0.3 | 0 | 1.8
CCCCN(C(=O)c1cccc(-n2cccc2)c1)c1c(N)n(CCC)c(=O)[nH]c1=O | -13 | 1 | -1 | -3 | 2 | 0.7 | -3 | 0.6 | -1.9 | -7 | 1.5
CC(C)C1Nc2c(C(=O)O)cccc2C(Nc2ccccc2C(=O)O)C1(C)C (stereo not drawn) | 5 | 1 | 6 | -7 | -16 | 1.5 | 2 | -2.1 | 2.5 | 0 | 3.2
Cc1nc2ccccc2cc1C(=O)NCc1ccccc1 | -8 | -4 | -1 | -5 | 2 | 0.7 | 0 | -1.5 | 4.1 | -1 | -1.5
C[C@@H]1COC(=O)[C@H](Cc2ccc(F)cc2)C/C=C\C[C@@H](CC(=O)NCCO)C(=O)N1 | -8 | -2 | -8 | 4 | 21 | 1.2 | -10 | 0.1 | 1.4 | 0 | 1.4
c1ccc2[nH]c(SCC3CCCCO3)nc2c1 (stereo not drawn) | 5 | 0 | 3 | -3 | -9 | -1.4 | -8 | 0.4 | -0.3 | -7 | 2.3
CCc1ccc(C(=O)/C=C/NCc2ccc(F)cc2)cc1 | -12 | -9 | 1 | -6 | -3 | 0.2 | -2 | -1.1 | 2.6 | 5 | 3.3
Cc1cc2sc(C(=O)O)c(C)c2s1 | 22 | 0 | -2 | -12 | 16 | -0.6 | -3 | 0.6 | 1.9 | -1 | -0.4
COc1ccc(/C=N/n2cc(-c3ccccc3)nc2N)cc1 | -12 | 1 | 3 | -1 | 20 | -2.2 | 0 | 0.2 | -1.1 | 4 | x
CC1Cc2nc(SCC(=O)NCc3ccco3)n(-c3ccccc3)c(=O)c2S1 (stereo not drawn) | -7 | 3 | 0 | -3 | -25 | -2.0 | -4 | -0.1 | 1.5 | -9 | 2.9
C/C(=N\NC(=O)c1nnn(-c2nonc2N)c1CSc1ccccc1)c1ccc2c(c1)OCO2 | -4 | -5 | 6 | 4 | 7 | -1.1 | -2 | -0.1 | 3.4 | 5 | 2.1
C(#CCN1CCOCC1)COC(c1ccccc1)c1ccccc1 | -26 | -2 | 4 | -3 | -1 | 2.2 | -5 | 0.6 | 2.4 | -15 | 1.0
COc1cc(OC)cc(C(=O)N[C@H](C(=O)NCCc2ccc(S(N)(=O)=O)cc2)C(C)C)c1 | 5 | 2 | -5 | -4 | 11 | 1.8 | 5 | 0.8 | 2.1 | -3 | -1.0
CC(NC(=O)N(Cc1ccccc1)Cc1ccc2c(c1)OCO2)(C(F)(F)F)C(F)(F)F | -6 | 0 | 2 | -6 | -19 | -1.7 | -3 | 0.7 | 0.7 | -3 | 2.2
CC(NC(=O)NC(=O)c1ccc(F)cc1)C1CC1 (stereo not drawn) | 26 | -1 | -1 | 1 | 4 | 2.8 | 9 | -0.4 | 2.7 | 0 | 6.0
Cc1c(C(N)=O)cc([N+](=O)[O-])cc1[N+](=O)[O-] | x | 0 | -3 | -5 | 11 | x | -4 | -0.6 | x | -7 | -2.2
O=C(N/C(=C/c1cccs1)C(=O)N1CCOCC1)c1ccco1 | -9 | 3 | -3 | 2 | -6 | -1.4 | -10 | -0.3 | 1.6 | -7 | -1.0
c1c2c(cc3sc(N4CCCCC4)nc13)OCO2 | -12 | -4 | 4 | 1 | -2 | -0.4 | 4 | 6.8 | 3.8 | -10 | 3.0
COc1ccc2[nH]c(C(=O)N3CCN(C)CC3)c(C)c2c1 | 167 | -3 | -4 | -6 | 15 | x | -1 | 0.1 | x | -4 | 1.8
COc1ccc(CCNC(=O)c2cc3c(=O)n4ccccc4nc3n(C3CCCCC3)c2=N)cc1 | -7 | 0 | 0 | -5 | 1 | -1.0 | -5 | 0.6 | 3.2 | 6 | 4.5
COC(=O)c1cc(S(=O)(=O)NCCN2CCN(c3ccccc3F)CC2)c[nH]1 | 2 | 2 | 8 | -11 | -14 | -0.2 | -9 | 1.2 | 1.4 | 4 | 3.0
COc1ccccc1NC(=O)COc1ccc(C(=O)OCC(=O)N2CCCC2=O)cc1OC | 5 | 1 | 2 | 4 | 2 | 0.9 | -2 | 0.3 | 1.5 | 2 | 1.9
Cc1csc(SCC(=O)Nc2sccc2C#N)n1 | -3 | 3 | 1 | 3 | -2 | -0.6 | -8 | -4.8 | 0.2 | 4 | 1.2
O=C1c2ccccc2C(Nc2ccc(F)c(Cl)c2)N1c1ccccn1 (stereo not drawn) | -7 | 1 | 5 | 0 | -16 | 3.0 | 6 | -0.1 | 1.8 | 2 | 0.8
CC(C(=O)NCC1CCCO1)N(C(=O)c1snc(C(N)=O)c1N)c1cccc(F)c1 (stereo not drawn) | -4 | 0 | 3 | 6 | -7 | -3.8 | 3 | -1.5 | 0.9 | -6 | 3.2
O=C(NCC(c1ccc(F)cc1)N1CCOCC1)c1ccccc1F (stereo not drawn) | -9 | -1 | 12* | -6 | -36 | -1.3 | 8 | 0.0 | -1.3 | -10 | 2.0
Cc1ccc(S(=O)(=O)Nc2cccnc2)c(C)c1C | -10 | 0 | -2 | 0 | 7 | -0.3 | 4 | -2.9 | 2.0 | -1 | -0.1
CCOc1ccc(NS(=O)(=O)c2ccc(C)c(C(=O)NCCCn3ccnc3)c2)cc1 | -24 | -1 | 2 | -1 | -10 | 0.5 | 4 | 3.9 | 4.3 | -14 | 1.7
CCCCNc1ccc(C(CC(N)=O)NC(=O)Cc2cccc3ccccc23)cc1[N+](=O)[O-] (stereo not drawn) | 15 | 10 | 2 | -13 | -12 | 3.0 | -14 | 12 | 0.6 | -6 | 1.8
CCn1nc(C)c(CN2CCc3c([nH]c4ccccc34)C2c2ccc(F)c(OC)c2)c1C (stereo not drawn) | 0 | 1 | 1 | -12 | 17 | 1.6 | -2 | -2.2 | -1.0 | 18 | 1.6
O=C(COc1ccc(Cl)cc1)Nc1cc(S(=O)(=O)N2CCCCC2)ccc1N1CCCCC1 | -5 | 0 | 6 | 1 | -14 | 0.7 | -13 | -2.1 | -0.7 | -2 | 3.7

In another format: results already given.
COc1ccccc1NC(=O)COc1ccc(C(=O)OCC(=O)N2CCCC2=O)cc1OC
- Mot1-301 SUMO = 5
- DAGLB inh = 1
- HTR5A ag = 2
- PKA-R1A activ = 4
- HTR5A inv ctr = 2
- Ecoli viability = 0.9
- PKA-R2B act = -2
- CDK5 inh = 0.3
- AddAB inh = 1.5
- Tat export inh = 2
- phage Ecoli inh = 1.9

Cc1csc(SCC(=O)Nc2sccc2C#N)n1
- Mot1-301 SUMO = -3
- DAGLB inh = 3
- HTR5A ag = 1
- PKA-R1A activ = 3
- HTR5A inv ctr = -2
- Ecoli viability = -0.6
- PKA-R2B act = -8
- CDK5 inh = -4.8
- AddAB inh = 0.2
- Tat export inh = 4
- phage Ecoli inh = 1.2

O=C1c2ccccc2C(Nc2ccc(F)c(Cl)c2)N1c1ccccn1 (stereo not drawn)
- Mot1-301 SUMO = -7
- DAGLB inh = 1
- HTR5A ag = 5
- PKA-R1A activ = 0
- HTR5A inv ctr = -16
- Ecoli viability = 3.0
- PKA-R2B act = 6
- CDK5 inh = -0.1
- AddAB inh = 1.8
- Tat export inh = 2
- phage Ecoli inh = 0.8

New compounds follow
compound | Mot1-301 SUMO | DAGLB inh | HTR5A ag | PKA-R1A activ | HTR5A inv ctr | Ecoli viability | PKA-R2B act | CDK5 inh | AddAB inh | Tat export inh | phage Ecoli inh
Cc1oc(-c2ccc(Cl)cc2)nc1CSCC(=O)NC1CCN(Cc2ccccc2)CC1 | 15 | 1 | 1 | -5 | 4 | -0.1 | -4 | 1.7 | 2.9 | -6 | -1.3
COc1ccc(CN(C)C(=O)CCCNC(=O)c2ccc(Cl)cc2)cc1 | 2 | 0 | 1 | 2 | -2 | -1.5 | -2 | 0.2 | 4.8 | -7 | 3.0
CC(=O)Oc1cc2c3c(c1)/C(=C1/SC(=S)NC1=O)C(=O)N3C(C)(C)C=C2C | 5 | 50* | -2 | 6 | -6 | -2.1 | -2 | 0.1 | 5.6 | 3 | 2.1
O=C(CN(Cc1ccc(F)cc1)C(=O)c1csnn1)NCc1ccc2c(c1)OCO2 | -9 | -2 | 10 | -6 | -28 | -2.5 | -12 | 1.4 | -0.3 | -10 | 2.7
Cn1c(=O)c2c(nc3n2CCCN3CCc2ccccc2)n(C)c1=O | 182 | -1 | -2 | -4 | 8 | 1.1 | 1 | x | 6.5 | -2 | 3.0
CC(=O)c1cccc(NS(=O)(=O)N2CCCCC2)c1 | -8 | 4 | 1 | -7 | 9 | 0.6 | 0 | 0.9 | 2.6 | -3 | 3.0
O=C(Nc1ccc(Br)cc1)c1cc(-c2ccncc2)nc2ccccc12 | 5 | 5 | 1 | -8 | -4 | -0.4 | 6 | -1.9 | -0.3 | -4 | 0.8
O=C(N/N=C/c1ccc2c(c1)OCO2)c1cc(-c2ccccc2Cl)nc2ccccc12 | -5 | 0 | 1 | -9 | 13 | -1.8 | 8 | -2.6 | -0.7 | -5 | 0.6
O=C(N/N=C/c1sc2ccccc2c1O)c1ccccc1 | -7 | -4 | -4 | 1 | 10 | -9.1 | 4 | -0.5 | 2.9 | 6 | x
COc1ccc(C(=O)Nc2nc3cc4c(cc3s2)OCO4)c(OC)c1 | 270 | 2 | -4 | -7 | 0 | -3.7 | 8 | -0.1 | 0.6 | -2 | -2.7

Screening results as filed in PubChem.
